# Bioassay records from PubChem BioAssay.
# AmpC det inh = blocks E. coli AmpC beta-lactamase in presence of detergent; purified AmpC, nitrocefin hydrolysis with detergent; Potency, µM (doses to about 28.7 µM), inactives show top-dose activity change, negative = inhibition; actives 0.09% (n = 71,000); AID 584; active means well fitted curve in the direction sought with a large enough effect
# Target sequence (P00811 whole entry, looked up): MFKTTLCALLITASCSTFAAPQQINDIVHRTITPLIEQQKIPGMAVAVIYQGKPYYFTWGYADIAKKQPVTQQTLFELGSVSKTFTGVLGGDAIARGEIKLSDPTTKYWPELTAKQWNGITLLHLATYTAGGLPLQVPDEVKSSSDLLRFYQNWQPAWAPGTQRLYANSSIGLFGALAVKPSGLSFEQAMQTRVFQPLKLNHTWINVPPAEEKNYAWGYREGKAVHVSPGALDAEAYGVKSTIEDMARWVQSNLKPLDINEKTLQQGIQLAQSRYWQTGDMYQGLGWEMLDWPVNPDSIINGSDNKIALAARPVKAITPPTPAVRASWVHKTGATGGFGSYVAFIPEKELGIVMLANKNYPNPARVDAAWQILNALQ
#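 E. coli AmpC (5.3 nM) in 20 mM phosphate pH 7.0 with 0.01% Triton X-100, preincubated 15 min RT with compound; nitrocefin (2 uL of 800 uM stock) hydrolysis followed by 480 nm absorbance every 20 s over 4 min.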
# Numbers without * were called inactive; [ ] = another dose, or the depositor's remark. On the % scale 0 is the no-effect control and ±100 the full control effect; potency means the concentration at half of the fitted maximal effect. The list is partial; count on the stated rates, not on these rows.
# The opening 16 entries, to show the layout:
SMILES,AmpC det inh
COCCCn1c(SCC(N)=O)nnc1-c1ccccc1,0%
CCOC(=O)N1CCN(C(=O)Nc2ccc(Cl)cc2)CC1,0%
Cc1cccc2cc(CN(Cc3ccccc3)C(=O)N(C)C)c(=O)[nH]c12,-1%
CCOc1ncccc1C(=O)OCc1cn2cc(Cl)ccc2n1,0%
O=C(Oc1ccccc1)c1cccc(COC(=O)c2cnccn2)c1,1%
CCOc1cc(-c2c(C#N)c(N)nc3c2CCCC3C)ccc1O (configuration not stated),6%
Cc1nc2cccc(C(=O)NC3CCCCC3)c2o1,-2%
C=CCCl,9%
CN(C)c1cc(-c2cccc(NS(C)(=O)=O)c2)ncn1,0%
COc1cc(-c2nn3c(-c4cccc(C)c4)nnc3s2)cc(OC)c1OC,-2%
CCn1cc(C(=O)NCc2cccs2)c(=O)c2ccc(C)nc21,-3%
COc1ccc(C2=Nn3c(nnc3-c3ccccc3OC)SC2)cc1OC,-4%
COc1ccc(-c2cn3cccnc3n2)cc1NC(=O)CC(C)C,1%
Cc1ccc(C)c(Cn2nnc3c(=O)[nH]c(C(=O)NCc4ccco4)nc32)c1,-2%
N#CCCn1c(-c2nonc2NC(=O)c2ccccc2Cl)nc2ccccc21,-6%
Cc1cc(C)nc(NS(=O)(=O)c2ccc(N)cc2)n1,8%

# This part in full, repeating the preview:
SMILES,AmpC det inh
COCCCn1c(SCC(N)=O)nnc1-c1ccccc1,0%
CCOC(=O)N1CCN(C(=O)Nc2ccc(Cl)cc2)CC1,0%
Cc1cccc2cc(CN(Cc3ccccc3)C(=O)N(C)C)c(=O)[nH]c12,-1%
CCOc1ncccc1C(=O)OCc1cn2cc(Cl)ccc2n1,0%
O=C(Oc1ccccc1)c1cccc(COC(=O)c2cnccn2)c1,1%
CCOc1cc(-c2c(C#N)c(N)nc3c2CCCC3C)ccc1O (configuration not stated),6%
Cc1nc2cccc(C(=O)NC3CCCCC3)c2o1,-2%
C=CCCl,9%
CN(C)c1cc(-c2cccc(NS(C)(=O)=O)c2)ncn1,0%
COc1cc(-c2nn3c(-c4cccc(C)c4)nnc3s2)cc(OC)c1OC,-2%
CCn1cc(C(=O)NCc2cccs2)c(=O)c2ccc(C)nc21,-3%
COc1ccc(C2=Nn3c(nnc3-c3ccccc3OC)SC2)cc1OC,-4%
COc1ccc(-c2cn3cccnc3n2)cc1NC(=O)CC(C)C,1%
Cc1ccc(C)c(Cn2nnc3c(=O)[nH]c(C(=O)NCc4ccco4)nc32)c1,-2%
N#CCCn1c(-c2nonc2NC(=O)c2ccccc2Cl)nc2ccccc21,-6%
Cc1cc(C)nc(NS(=O)(=O)c2ccc(N)cc2)n1,8%
CN1C(=O)c2oc3ccc(Br)cc3c(=O)c2C1c1ccncc1 (configuration not stated),-5%
COc1cc2c(cc1OC)C(COc1ccc3c(C)cc(=O)oc3c1)N(C(=O)c1ccco1)CC2 (configuration not stated),0%
CS(=O)(=O)Nc1ccc2c(c1)C(=O)OC2,-4%
COc1cccc(-c2noc(-c3cccs3)n2)c1,-6%
Cc1cnc(CNc2nc(-c3cccc(NS(C)(=O)=O)c3)nc3ccccc23)cn1,11%
COC(=O)N1CCC2(CC1)CN(C(=O)Nc1ccccc1)C2,-1%
O=S1(=O)NC(=NC2CCCCCC2)c2ccccc21,-6%
CN(C)CCN(Cc1ccccc1)c1ccnc(N(C)C)c1C#N,9%
CCCCn1c(=O)c(C(=O)Nc2cnccn2)c(O)c2ccccc21,11%

# Continuation.
SMILES,AmpC det inh
COc1cc(NC(=O)CSc2nnc3n2C(C)(C)Cc2ccccc2-3)cc(OC)c1,-3%
CCOc1cc(S(=O)(=O)NC2CCCC2)ccc1Cl,-6%
COc1ccc(NC(=O)Nc2ccc3nccnc3c2)cc1,-2%
COc1ccc(NC(=O)CCCC2=NS(=O)(=O)c3ccccc3N2)cc1,13%
O=C(OCN1C(=O)c2ccccc2C1=O)C1CCCCC1,-5%
O=C(c1ccco1)N(Cc1cccs1)C1CCS(=O)(=O)C1 (configuration not stated),-6%
COCCCn1c(N)c(C(=O)OC(C)COC)c2nc3ccccc3nc21 (configuration not stated),10%
CCOC(=O)C1C(c2ccc3c(c2)OCO3)NC(=O)NC1(O)C(F)(F)F (configuration not stated),-3%
O=C(CN1CCOCC1)OCCCC1CCCCC1,1%
CC1Cc2nc(SCC(=O)NCc3ccco3)n(Cc3ccccc3)c(=O)c2S1 (configuration not stated),5%
Cn1c(SCC(=O)Nc2nccs2)nnc1-c1ccncc1,-4%
CC(C)Sc1nc(NCc2ccco2)c2c3c(sc2n1)COC(C)(C)C3,-5%
CC(=O)NCCNc1ncncc1-c1ccccc1C,6%
O=C(CSc1nc2ccccc2s1)N1CCOCC1,3%
COCCNC(=O)c1c[nH]c2ccc(S(=O)(=O)N3CCC4(CC3)OCCO4)cc2c1=O,-4%
CCOc1ccc(-n2c(C)nc3c(cnn3-c3ccc(Cl)cc3)c2=O)cc1,-3%
O=S(O)O.O=S(O)O.[Co].[NH2-].[NH2-].[NH2-].[NH2-],-4%[5.75 µM]
Cc1ccc(S(=O)(=O)N(C)CCCC(=O)N2CCN(c3ccccn3)CC2)cc1,3%
CCOC(=O)c1nc(N)c(=O)n(-c2ccccc2)n1,2%
O=C(NC1CCCC1)C(c1ccco1)N(Cc1ccccc1)C(=O)c1csnn1 (configuration not stated),-2%
Oc1ccc(CN2CCCc3ccccc32)c2cccnc12,-5%
CS(=O)(=O)N1CCCC(C(=O)NCCCN2CCC(Cc3ccccc3)CC2)C1 (configuration not stated),-2%
CCOc1ccc(Nc2c3c(nc4ncnn24)CC(C)CC3)cc1 (configuration not stated),-2%
COc1ccc(CCNc2oc(COc3ccccc3F)nc2C#N)cc1,-1%
CC1(C)Cc2ccccc2-c2nnc(SCC(=O)Nc3ccc4c(c3)OCO4)n21,-4%

# Next structures follow:
SMILES,AmpC det inh
COC(=O)[C@@]1(Cc2ccc(F)cc2)[C@H]2c3cc(C(=O)N4CCCC4)n(Cc4ccccc4)c3C[C@H]2CN1C(=O)c1ccccc1,-2%
NC(=O)CSCc1c(Cl)cccc1Cl,-5%
COc1ccccc1C(=O)C(O)c1ccccc1OC (configuration not stated),8%
COC(=O)c1ccccc1NC(=O)c1cccc(NC(=O)c2ccc(Br)o2)c1C,-1%
CCc1nc2c(cnn2-c2ccc(Cl)cc2)c(=O)n1-c1ccc(OC)cc1,-3%
CC(C)COC(=O)c1ccc(NC(=O)C2C3C=CC(C3)C2C(=O)O)cc1 (configuration not stated),-3%
CCCS(=O)(=O)c1c(S(=O)(=O)CCC)c2ccccn2c1C(=O)OC,-2%
C[C@H](CCC(=O)NCC(=O)O)[C@H]1CC[C@H]2[C@H]3[C@@H](C[C@@H](O)[C@]12C)[C@]1(C)CC[C@H](O)C[C@@H]1C[C@@H]3O,1%[12.8 µM]
CN1CCN(c2ncc3nc(CCc4ccccc4)c(=O)n(C)c3n2)CC1,0%
Cc1nc2cnc(Oc3ccccc3)nc2n(-c2ccccc2)c1=O,0%
O=C1C=C2C=C[C@H]3C[C@@]2(O1)[C@H]1CCCCN31,-2%
CCOc1nc(C)ccc1-c1noc(-c2ccccc2OC)n1,-1%
O=C(c1ccco1)N(Cc1ccco1)c1ccc(O)cc1,-5%
Nn1c(SCc2cccc3ccccc23)nnc1-c1ccco1,-5%
Cc1nc2cncnc2n(Cc2ccc(F)cc2)c1=O,3%
COc1cc(Cl)ccc1S(=O)(=O)n1nc(C)cc1C,-4%
Cn1c(CCN2CCCCC2)nc2cc(NC(=O)Nc3ccccc3)ccc21,-5%
COc1ccccc1N1CCN(CC(=O)Nc2c(C)n[nH]c2C)CC1,-1%
O=C(NCc1ccccc1)c1c(O)c2cccc3c2n(c1=O)CCC3,-2%
Cn1c(CN2CCN(c3ccc(Cl)cc3)CC2)nc2ccccc21,-3%
N#CC12C(N)=NC3(OCCO3)C1(C#N)C1=C(CCC1)NC2c1ccccc1 (configuration not stated),1%
O=C(O)C1C2C=CC(O2)C1C(=O)NC1CCCc2ccccc21 (configuration not stated),6%
CN(Cc1cc2ccccc2[nH]c1=O)S(C)(=O)=O,-4%
CCN1CCN(S(=O)(=O)c2cc(C)c(OC)cc2C)CC1,-5%
CC(=O)Nc1ccc(S(=O)(=O)NCC2CCC(C(=O)N3CCCCCC3)CC2)cc1 (configuration not stated),-3%

# Further entries follow.
SMILES,AmpC det inh
O=C(Cn1cnc2ccccc21)NCCCN1CCOCC1,-5%
CCn1cc(C(=O)N2CCn3c(nc4ccccc43)C2)c(=O)c2ccc(C)nc21,14%
O=C(CN1CCN(c2ccccn2)CC1)Nc1ccc2ccccc2c1,-1%
CC(=O)Nc1ccc(N2CCOCC2)c(C(=O)Nc2cccc(C)c2)c1,-6%
Nc1ncnc2nc(N3CCN(CCO)CC3)[nH]c12,-3%[5.75 µM]
NC1=NC(c2cn(-c3ccccc3)nc2-c2cccs2)n2c(nc3ccccc32)N1 (configuration not stated),-7%
O=C1N2CCSC2=NC1(Nc1ccccn1)C(F)(F)F (configuration not stated),-1%
O=C(c1noc2c1CCCCC2)N1CCN(C(c2ccccc2)c2ccccc2)CC1,1%
CC(=O)Nc1ccc(S(=O)(=O)N2CCN=C2C)cc1,-4%
COc1ccc(S(=O)(=O)NCCc2ccc(F)cc2)cc1,-3%
CC1CCN(Cc2nc3c(c(=O)n(C)c(=O)n3C)n2Cc2c(F)cccc2Cl)CC1,-4%
C/C(Nc1cccc(F)c1)=C(/C#N)C(N)=O,-3%
O=C(c1ccccc1)N1CCN(C2CC3CCC2C3)CC1 (configuration not stated),-5%
Cc1cc(NC(=O)c2ccc(Cn3nc(C)c(Br)c3C)o2)no1,-3%
O=C(NCc1ccc2c(c1)OCO2)c1cc2c(s1)CS(=O)(=O)C2,-3%
O=C(c1ccccc1)c1ccc(N2CCOCC2)c(F)c1,4%
CCOC(=O)Nc1cc(OCC)c(NC(=O)C2CC2)cc1OCC,-1%
Cc1cc(NC(=O)COC(=O)C2CCCN2C(=O)c2cccs2)no1 (configuration not stated),-1%
CCN(CC)CCOC(=O)c1cc(Cl)c(N)cc1OC,-2%
C=CC(=C)C,6%
COc1ccc(CN2CCC(C(=O)N(C)CCc3ccc(OC)c(OC)c3)CC2)c(OC)c1,-4%
C[N+]1(CCC[N+]2(C)C[C@H]3[C@H](C2)[C@H]2C=C[C@@H]3CC2)CCOCC1 (some centres not stated),-3%[5.75 µM]
N#CC1=C(SCC(N)=O)NC(=O)CC1c1cccc2ccccc12 (configuration not stated),5%
O=C(CSc1nnc(-c2ccc(F)cc2)o1)Nc1ccc(S(=O)(=O)N2CCCCCC2)cc1,0%
COc1ccc(CC(=O)N2CCN(c3ccccn3)CC2)cc1OC,1%

# Additional entries follow.
SMILES,AmpC det inh
Cc1nc2c(C(=O)NCc3ccc4c(c3)OCO4)c[nH]n2c(=O)c1Cc1ccccc1F,-7%
COc1ccc2oc(=O)c(C(=O)N3CCN(c4ccc(F)cc4)CC3)cc2c1,-2%
CC1=C(C(=O)N2CCOCC2)C(c2ccccc2F)C2=C(CC(C)(C)CC2=O)N1 (configuration not stated),-3%
O=C1CCCC2=C1C(c1cccnc1)Nc1ccccc1N2 (configuration not stated),-3%
O=C(Nc1ccccc1)C1CCN(c2nccs2)CC1,-1%
CCc1ccc(S(=O)(=O)NCc2cn3cccc(C)c3n2)s1,-12%
CCOC(=O)CC1(C)NC(=O)c2c(C)sc(C(=O)OCC)c2N1 (configuration not stated),10%
O=C(CSc1nnc(-c2ccco2)o1)NCC(=O)c1ccccc1,-2%
Cc1cc(N2CCOCC2)c2c(N)c(Br)cc(C)c2n1,0%
Cc1ccc2c(c1)N(CC(=O)NCCN1CCOCC1)C(=O)CO2,7%
Cc1ccc(-c2oc3ccccc3c(=O)c2O)cc1,12%
CCOC(=O)c1c(NC(=O)CSc2ncn[nH]2)sc(C)c1C,-4%
N#Cc1nc(-c2ccc(OCc3ccc(Cl)cc3)cc2)oc1NCCCn1ccnc1,-1%
O=C(Nc1ccccc1)N1CCCC2(CCNCC2)C1,0%
O/N=C1/CCc2cccc3cccc1c23,3%
Cc1cccc(-c2nc(CS(=O)CC(=O)N3CCCCC3)c(C)o2)c1 (configuration not stated),16%
CCN(CC)c1cccc(OC2=NS(=O)(=O)c3ccccc32)c1,10%
CCOc1ccc2nc(NC(=O)c3cnccn3)sc2c1,10%
COc1ccc(NC(=O)CCCN2C(=O)CCC2=O)cc1Cl,-4%
Cc1sc(NC(=O)COc2cccc(-n3cnnn3)c2)c(C#N)c1C,6%
O=C(NCc1ccc2c(c1)OCO2)c1ccc2c(c1)C(=O)N(Cc1cccnc1)C2=O,-2%
Cc1ccc(S(=O)(=O)N2CCN(S(=O)(=O)N3CCCCC3)CC2)c(C)c1,-2%
CC(C)C[C@@H](CC(=O)N[C@@H](CCC(=O)O)CC(=O)O)NC(=O)[C@@H]1CNCC[C@H]1NC(=O)C[C@H](CCCN)NC(=O)C[C@H](Cc1ccccc1)NC(=O)[C@@H]1CCCC[C@H]1N,-4%
CCCc1cc2c(n1Cc1ccco1)C(C)C1CN(C(=O)c3ccccc3)C(C)(C(=O)OC)C21 (configuration not stated),-4%
Cc1ccc2[nH]c3c(=O)n(CCCN4CCOCC4)cnc3c2c1,-4%

# Carrying on.
SMILES,AmpC det inh
O=C1OC(Nc2ccc3c(c2)OCO3)c2ccccc21 (configuration not stated),7%
Cc1cccc(NC(=O)c2cnc3scc(C)n3c2=O)c1,12%
COc1ccc(OC)c(S(=O)(=O)n2cccn2)c1,8%
COc1ccc(CCNC(=O)c2ccccc2NC(=O)c2ccco2)cc1OC,3%
O=C(CN1CCC(n2nnc3ccccc32)CC1)Nc1ccc2c(c1)CCC2,0%
CCOC(=O)CSc1nc2c(c(=O)n1-c1ccc(OCC)cc1)SCC2,0%
COc1ccc(C(=O)N2CCC3(CCN(C)CC3)CC2)cc1,0%
C=C(C)CSc1nc(N)cc(=O)[nH]1,12%
OC1(c2ccc(F)cc2)CC2CCC(C1)N2Cc1nnnn1C1CCCC1 (configuration not stated),-1%
COC(=O)Cn1c(CN2CCN(c3ccc(F)cc3)CC2)nc2c1c(=O)n(C)c(=O)n2C,5%
